AmpC no deterg = qHTS Inhibitors of AmpC Beta-Lactamase (assay without detergent); 330,000 compounds, 0.52% hits; P00811; AmpC nitrocefin hydrolysis, absorbance 480 nm, 0.0001% Triton; Potency, µM (doses to about 57.1 µM), for the others: at the top dose activity change, negative = inhibition, actives largely listed as inhibitors;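 also: potency is read from the fitted curve at half-maximal effect; plate controls were no compound for no effect and no enzyme for full effect; nearly all actives have a fitted effect of over 20% in size; some results filed as inactive show a strong effect at the top dose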
Target sequence (P00811 whole entry, looked up): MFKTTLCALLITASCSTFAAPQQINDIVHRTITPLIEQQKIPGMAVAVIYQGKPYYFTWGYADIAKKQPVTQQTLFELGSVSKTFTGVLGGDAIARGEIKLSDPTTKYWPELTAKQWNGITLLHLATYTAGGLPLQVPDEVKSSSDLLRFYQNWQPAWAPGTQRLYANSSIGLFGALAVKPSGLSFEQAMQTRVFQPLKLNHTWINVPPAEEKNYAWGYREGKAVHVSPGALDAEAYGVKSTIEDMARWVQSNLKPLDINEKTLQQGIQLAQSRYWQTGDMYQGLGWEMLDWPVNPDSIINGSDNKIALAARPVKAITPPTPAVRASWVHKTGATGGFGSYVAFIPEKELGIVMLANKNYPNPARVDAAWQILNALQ
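20 mM phosphate pH 7.0 + 0.01% (detergent screen) or 0.0001% Triton X-100; 5.3 nM AmpC reagent; cpd preinc 15 min RT; nitrocefin (800 uM stock) to start; A480 q20 s × 4 min; Activity was normalised to no-enzyme and no-compound control wells.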
HCMV antiviral = qHTS Assay for inhibitors of the human cytomegalovirus (HCMV); HFF cells, HCMV-luciferase reporter, 72 h; active compounds read low; activity change, negative = inhibition, % at 57.5 µM; 410,000 compounds, 4.5% hits; AID 1259415, 2018; in the data active = activity change below about -60%; inconclusive = no clear call, values can overlap the other calls; inactive = above about -39%
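After 16 h attachment at 37C, HFF cells received test compound and HCMV-luciferase (1 PFU/cell); reporter luminescence read 72 h later, data normalized against buffer-only and known inhibitor Salinomycin.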
HCV inh = qHTS Assay for Inhibitors of Hepatitis C Virus (HCV). Huh7.5.1 HCVcc-Cre infection, luciferase reporter, 44 h. AID 651820, 2012. Potency, µM (series often up to 41.8 µM), inactives show at the highest dose activity change, negative = inhibition, most hits filed as inhibitors. 340,000 compounds, 3.4% hits; also: potency is read from the fitted curve at half-maximal effect
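Compounds are dispensed onto cells plated 4 h earlier at 1,000 per well, with HCVcc-Cre virus (about 0.5 moi) added next. Following 44 h of culture, luminescent signal is measured for 15 sec after 15 min with substrate at room temperature.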
AmpC inh detg = qHTS Inhibitors of AmpC Beta-Lactamase (assay with detergent); P00811; 370,000 compounds, 0.041% hits; Potency, µM (top dose mostly 114 µM), without a hit: at the top dose activity change, negative = inhibition, usual class: inhibitors; AID 485294, 2010; AmpC hydrolysis of nitrocefin, absorbance 480 nm, 0.01% Triton;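 also: potency is read from the fitted curve at half-maximal effect; 0% = no-compound wells and -100% = no-enzyme wells; nearly all actives have a fitted effect of over 25% in size; some results filed as inactive show a strong effect at the top dose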
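20 mM phosphate pH 7.0 + 0.01% (detergent screen) or 0.0001% Triton X-100; 5.3 nM AmpC reagent; cpd preinc 15 min RT; nitrocefin (800 uM stock) to start; A480 q20 s × 4 min; Activity was normalised to no-enzyme and no-compound control wells.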
AMA1 RON2 block = qHTS for Inhibitors of AMA1-RON; Towards Development of Antimalarial Drug Lead: Primary Screen; Potency, µM (series often up to 58.2 µM), without a hit: at the highest dose activity change, negative = inhibition, hits mostly inhibitors; 360,000 compounds, 0.2% hits; AlphaScreen AMA1-biotinylated RON2 peptide binding; Plasmodium falciparum AMA1 (3D7) - RON2 peptide interaction; AID 720542, 2013;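 also: potency is read from the fitted curve at half-maximal effect; 0% = vehicle wells and -100% = peptide control; nearly all actives have a fitted effect of over 45% in size; some results filed as inactive show a strong effect at the top dose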
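AMA1 (3D7) with his tag at 25 nM final met compounds first, then biotinylated RON2 peptide at 25 nM; detection used donor plus acceptor beads, 10 µg/mL apiece, read by AlphaScreen after 30 min at room temperature.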
LmPK inh = qHTS Assay for Inhibitors of Leishmania Mexicana Pyruvate Kinase (LmPK); Q27686; purified LmPK, Kinase-Glo ATP luminescence, 1 h; Potency, µM (titrated, usually from 57.5 µM), without a hit: at the top dose activity change, negative = inhibition, actives largely listed as inhibitors; 290,000 compounds, 0.37% hits; AID 1721, 2009; also: potency is read from the fitted curve at half-maximal effect
Target sequence (Q27686 whole entry, looked up): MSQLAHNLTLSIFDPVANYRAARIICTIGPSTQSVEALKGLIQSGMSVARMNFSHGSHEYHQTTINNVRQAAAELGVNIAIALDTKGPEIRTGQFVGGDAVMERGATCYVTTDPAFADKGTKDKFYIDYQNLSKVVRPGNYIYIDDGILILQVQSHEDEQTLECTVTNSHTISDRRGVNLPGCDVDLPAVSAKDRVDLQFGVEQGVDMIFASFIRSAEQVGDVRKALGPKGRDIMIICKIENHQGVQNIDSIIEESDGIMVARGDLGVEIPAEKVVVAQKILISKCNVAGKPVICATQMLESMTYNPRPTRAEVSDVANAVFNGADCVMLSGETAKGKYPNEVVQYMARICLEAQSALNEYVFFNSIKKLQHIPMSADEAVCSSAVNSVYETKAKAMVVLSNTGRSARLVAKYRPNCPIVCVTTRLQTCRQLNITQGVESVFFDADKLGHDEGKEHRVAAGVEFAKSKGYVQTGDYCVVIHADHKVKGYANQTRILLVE
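Purified LmPK (0.1 nM) with 0.5 mM PEP and 0.1 mM ADP in imidazole buffer pH 7.2 with MgCl2/KCl, 1 h at room temperature. ATP formed was read by luciferase luminescence and normalized to no-enzyme and uninhibited controls.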
TbPYK inhibitor = qHTS of Trypanosoma Brucei Inhibitors | pyruvate kinase (Trypanosoma brucei), Q57TT1 | TbPYK enzyme, Kinase-Glo Plus ATP luminescence, 45 min | Potency, µM (doses to about 76.8 µM), without a hit: at the highest dose activity, negative = inhibition, actives largely listed as inhibitors | 410,000 compounds, 0.12% hits | AID 624173, 2012; also: potency is read from the fitted curve at half-maximal effect; nearly all actives have a fitted effect of over 50% in size
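T. brucei PYK with substrate was exposed to pin-transferred compounds across a concentration series, then started with 130 uM ADP (final). After 45 min at room temperature, Kinase-Glo Plus luminescence was read, normalized and curve-fitted.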
The depositor's hits bear a star; ? = inconclusive; / = no result given; & = joins results of further samples; ! = repeats disagree; [ ] = dose if it differs, or a comment. Unless noted, calls follow the shape of the dose curve; as a rule, active = well fitted curve in the direction sought with a large enough effect; inconclusive = small, poorly fitted or top-dose-only effect, or another doubt; inactive = no such curve, though single readings can be large; an effect the other way counts as inactive or inconclusive. Unless noted, % is scaled to controls: 0 for no effect and ±100 for the full control effect.

Values in the order – AmpC no deterg | HCMV antiviral | HCV inh | AmpC inh detg | AMA1 RON2 block | LmPK inh | TbPYK inhibitor
(1) CC(C)[C@H](NC(=O)c1ccco1)C(=O)NCc1ccccc1
    -9.7% | 115.2 | 29.1% | 5.5% | 17.2% | -3.3% | -0.9%
(2) CCOC(=O)CS(=O)(=O)c1ccc(O)cc1
    -14.9% | -38.8 | 13.3% | -14.0% | 0.0% | 1.9% | 1.9%
(3) CCOC(=O)c1c(-c2ccco2)csc1N
    -34.4% | 17.5 | -29.7% | ? | -3.7% | 2.6% | 1.1%
(4) COc1cc(/C=N/N2CCN(c3ccccc3)CC2)ccc1OC(C)=O
    56.5% | ? | 2.3% | 6.0% | ? | 4.6% | -15.5%
(5) CCOc1ccc2nc(N3CCC(C(=O)N4CCN(c5ccccn5)CC4)CC3)sc2c1
    ? | / | 6.31µM* | ? | -9.2% | -3.6% | -5.4%
(6) Cc1ccc(-c2ccc(/C=N/O)o2)cc1[N+](=O)[O-]
    -34.6% | 15.5 | -19.7% | 6.5% | -10.2% | 9.3% | 2.5%
(7) C[N+](C)(C)CCOC(=O)CCC(=O)OCC[N+](C)(C)C
    / | -76.7*! | -14.7% | / | -5.0% | / | 1.7%&-9.7%
(8) Cc1csc(NC(=O)CSc2nnc(-c3ccc(Cl)cc3)n2N)n1
    -31.4% | 12.8 | 22.7% | -1.3% | -2.4% | 5.6% | 3.5%
(9) CCOC(=O)/C(C#N)=N/Nc1ccc(S(=O)(=O)Nc2cc(OC)nc(OC)n2)cc1
    / | -4.3 | 18.2% | / | -1.7% | / | 0.9%
(10) CCC(=O)Nc1ccccc1-c1nc2ccccc2n(CC(=O)c2ccc(C)cc2)c1=O
    / | -5.9 | / | 13.7% | / | / | -5.7%
(11) COc1cc(CN2CCN(c3ccccc3F)CC2)c([N+](=O)[O-])cc1OC
    -8.0% | -10.8 | -5.1% | 13.4% | ? | -2.6% | 0.4%
(12) Cc1ccc(OCCn2c(NC(=O)c3ccco3)nc3ccccc32)cc1
    20µM* | 3.1 | 2.6% | 9.0% | 97.0%[activator] | 3.2% | -1.2%
(13) Cc1cc(C(=O)OCC(=O)NC2CC2)c2ccccc2n1
    -18.3% | ? | -3.0% | ? | 37.8%[activator] | / | 3.3%
(14) COC(=O)c1ccc(C(C(=O)NC2CCCCC2)N(C(=O)Cc2cccs2)C2CC2)cc1 (stereo not drawn)
    -23.2% | 26.9 | -3.3% | -0.5% | -4.2% | 0.5% | /
(15) CNc1nnc(-c2cc3cc(Cl)ccc3oc2=O)s1
    -14.7% | 71.4 | 12.3% | ? | -1.2% | 2.5% | -4.5%
(16) Cc1ccc(C)c(NC(=O)CN(C)C(=O)c2cc(S(=O)(=O)N3CCOCC3)ccc2N2CCCC2)c1
    155.6%[activator] | -38.0 | 8.1% | 2.8% | -14.6% | -5.7% | 1.2%
(17) CCc1ccc2c(c1)C(=O)C[C@]1(CCC[C@H](C)C1)O2
    -6.2% | 1.8 | ? | ? | 22.4% | / | -2.6%
(18) CCCCN(CC)CCNC(=O)c1cc2c(=O)n(CC)c3ccccc3c2s1
    -2.8% | 78.1&3.1 | 2.51µM* | -3.2%&18.5% | 0.0% | 0.3% | 2.1%&4.8%
(19) CCCNC(=O)c1cc(S(=O)(=O)N2CCCCC2)ccc1N1CCOCC1
    1.4% | -21.8 | 32.4%[activator] | ? | -2.7% | / | -6.8%
(20) CCOC(=O)c1ccccc1NC(=O)Cc1c(C(=O)O)n(C)c2ccccc12
    -17.2% | -15.0 | 6.2% | 0.1% | -10.5% | 1.3% | -0.1%
(21) Cc1cccn2c(=O)c3cc(C(=O)NCc4ccc(F)cc4)c(=N)n(CCCN4CCOCC4)c3nc12
    / | -34.6 | ? | / | -8.7% | / | 1.3%
(22) COc1ccc(-c2[nH]ncc2CNCCn2cccn2)c(F)c1
    -1.4% | -5.4 | 8.5% | -6.8% | 59.7%[activator] | 0.0% | 5.7%
(23) Cc1ccc(C)c(OCCC(=O)Nc2cccc(S(=O)(=O)N3CCCCC3)c2)c1
    -31.3% | 27.6 | ? | -4.0% | -1.5%[11.6 µM] | / | 3.0%
(24) CCOc1cc(C)c(Cl)cc1S(=O)(=O)N(C)C
    -10.3% | 32.0 | -17.1% | -14.3% | 0.6% | 0.4% | -10.1%
(25) CCOP(=O)(OCC)c1nc(-c2ccc(F)cc2)oc1NCc1ccccc1
    202.4%[activator] | -37.8 | -25.8% | ? | -1.5% | 3.5% | -10.1%
(26) CC(C)(C)c1cc(C(=O)CCN2CCOCC2)cc(C(C)(C)C)c1O
    110.5%[activator] | -76.7* | -23.1% | -7.5% | -23.1% | 0.2% | 4.8%
(27) CN(Cc1ccc(Cl)cc1)C(=O)c1cc(S(=O)(=O)N2CCOCC2)ccc1N1CCCC1
    ? | -19.6 | -28.9% | -20.9% | -12.3% | / | -0.9%
(28) C=CC(=O)Nc1sc2c(c1C(N)=O)CCCC2
    -15.9% | 13.8 | ? | ? | -2.5% | / | 7.2%
(29) O=C1C(Cc2c[nH]c3ccccc23)NC(=S)N1C1CCCCC1 (stereo not drawn)
    -30.8% | -27.1 | 28.9% | -5.3% | -3.2% | 5.5% | 2.5%
(30) CCCSc1nc(C)c(C(C)=O)cc1C#N
    -22.9% | / | ? | -1.3% | 12.8% | 4.8% | -11.4%
(31) O=C(NCc1nnc(SCC(=O)N2CCN(c3ccccc3)CC2)o1)c1c(F)cccc1Cl
    -1.1% | ? | -23.7% | ? | 14.3% | -2.9% | 4.5%
(32) O=C(C1COc2ccccc2O1)N(Cc1cccnc1)c1nc2c(Cl)cccc2s1 (stereo not drawn)
    / | 0.0 | / | -0.8% | / | / | 1.7%[15.4 µM]
(33) CCCOc1ccc(C(O)(CCC)CCN2CCCCC2)cc1 (stereo not drawn)
    -5.8% | -17.0 | 8.91µM* | ? | -4.4% | 0.9% | -6.7%
(34) CC(/C=N/NC(=O)c1ccccn1)=C\c1ccco1
    -8.7% | 20.3 | 15.8% | 11.0% | 14.3% | 25.1µM* | -5.0%
(35) CC1CCN(Cc2nnnn2CCCC(=O)N(C)C(C)c2ccccn2)CC1 (stereo not drawn)
    57.4% | ? | 28.1% | 1.9% | 21.9% | -6.2% | 3.4%
(36) Fc1ccc(-n2c(-c3ccco3)nc3nc4ccccc4nc32)cc1
    -33.8% | 1.8 | 24.3% | -14.6% | 2.1% | 6.0% | -1.2%
(37) CN(CC(=O)Nc1ccccc1Br)C(=O)CCc1ccccc1
    -14.6% | 118.1 | 23.6% | ? | 1.2% | 0.3% | 5.9%
(38) CCCCCCOc1ccc(N2C(=O)CC(NCCc3ccc(S(N)(=O)=O)cc3)C2=O)cc1 (stereo not drawn)
    -12.4% | 10.8 | 3.4% | -10.9% | 32.0%[activator] | 10.8% | -7.2%
(39) Cc1cc(=O)oc2cc(OC(=O)CCCCCN3C(=O)c4ccccc4C3=O)ccc12
    23.9% | -8.9 | -8.7% | ? | 15.7%[2.32 µM] | 0.8% | 0.3%
(40) O=C(C1CC(c2ccc(F)cc2)=NO1)N1CCN(c2ccccc2)CC1 (stereo not drawn)
    -5.9% | -2.6 | 12.9% | ? | -1.4% | -0.3% | 2.0%

Laid out differently: 2 of the compounds above.
[24] CCOc1cc(C)c(Cl)cc1S(=O)(=O)N(C)C
[25] CCOP(=O)(OCC)c1nc(-c2ccc(F)cc2)oc1NCc1ccccc1

Screen / compound no. | 24 | 25
AmpC no deterg | -10.3% | 202.4%[activator]
HCMV antiviral | 32.0 | -37.8
HCV inh | -17.1% | -25.8%
AmpC inh detg | -14.3% | ?
AMA1 RON2 block | 0.6% | -1.5%
LmPK inh | 0.4% | 3.5%
TbPYK inhibitor | -10.1% | -10.1%

(further entries)
Values in the order – AmpC no deterg | HCMV antiviral | HCV inh | AmpC inh detg | AMA1 RON2 block | LmPK inh | TbPYK inhibitor
(41) Cc1ccc(-n2nnc3c(SCC(=O)NCc4ccco4)ncnc32)cc1
    -30.9% | -20.0 | ? | ? | 3.5% | -4.5% | 1.5%
(42) CCOCCn1ccc2c(OCC(=O)Nc3ccc(OC)c(OC)c3)cccc2c1=O
    28.2% | ? | ? | ? | 6.3% | / | -7.7%
(43) CCc1nc2ccccc2n1CC(O)COCC1CC=CCC1 (stereo not drawn)
    43.7% | ? | -27.2% | 3.8% | -3.0% | 2.3% | 2.7%
(44) COC(=O)Nc1nnc(Cc2ccccc2)s1
    ? | -3.6 | 0.1% | 1.9% | 3.0% | 3.7% | -5.7%
(45) COC(=O)c1ccn(CSc2c(F)c(F)cc(F)c2F)n1
    -15.6% | -22.4 | 4.1% | -4.5% | -4.6% | / | 0.0%
(46) CCCCNc1cc(Cl)nc(N)n1
    -30.2% | 4.4 | -2.8% | -0.9% | -5.7% | 0.8% | -0.4%
(47) CCc1ccc(N2CC(C(=O)N/N=C/c3ccccc3OC)CC2=O)cc1 (stereo not drawn)
    -2.0% | -16.4 | -22.6% | -5.6% | 9.0% | -1.1% | -6.7%
(48) Cc1cc(C)c(C#N)c(SCc2ccc3c(c2)OCO3)n1
    -20.9% | -37.3 | ? | 1.8% | -26.3% | -7.0% | 0.5%
(49) O=C(COc1ccccc1Cl)Nc1ccc2nc(SCC(=O)N3CCOCC3)sc2c1
    / | -34.8 | / | 1.4% | / | / | 0.4%
(50) O=C(NCc1ccccc1)c1onc(CSc2nc3ccccc3[nH]2)c1C(=O)NCc1ccccc1
    -22.2% | 2.0 | -36.2% | -16.8% | 4.6% | -2.1% | 4.0%
(51) O=S(=O)(Nc1ncnc2sc3c(c12)CCC3)c1ccc(Cl)s1
    -43.1% | 10.7 | 17.2% | -1.1% | 0.0% | 0.4% | -9.5%
(52) O=C(C1CC1)n1cc(C(=S)N2CCOCC2)c2ccccc21
    9.3% | 3.9 | -1.4% | -10.2% | -6.6% | 2.4% | -5.3%
(53) CCCCCCCC(=O)Nc1cc(C(=O)NCCC)ccc1N1CCC2(CC1)CC(c1cccc(Br)c1)=NO2
    -8.7% | 0.0 | -4.4% | ? | -8.2% | / | 1.9%
(54) CC1(C)CC(=O)c2cc(C#N)c(=O)n(-c3ccc(Cl)cc3)c2C1
    / | 12.9 | / | 25.4% | / | / | 3.3%
